Compound activity from PubChem.
HCMV antiviral – human cytomegalovirus inhibition. HFF cells, HCMV-luciferase reporter, 72 h; active compounds read low. actives 4.5% (n = 410,000). AID 1259415. activity change, negative = inhibition, % at 57.5 µM; in the data active means activity change below about -60%; inconclusive means no clear call, values can overlap the other calls; inactive means above about -39%
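Screen run at 2 compound doses on HFFs infected with reporter HCMV, MOI 1 PFU/cell. Luciferase activity from cell lysates at 72 h post infection gave inhibition relative to buffer-only and Salinomycin wells.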
HCV inh – inhibitors of hepatitis C virus infection; Huh7.5.1 HCVcc-Cre infection, luciferase reporter, 44 h; Potency, µM (series often up to 41.8 µM), for the others: at the top dose activity change, negative = inhibition, hits mostly inhibitors; actives 3.4% (n = 340,000); AID 651820; further: potency means the concentration at half of the fitted maximal effect
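Luciferase read-out (15 sec integration) after a 15 min room-temperature substrate step quantifies HCVcc-Cre infection. Cells, 1,000 per well, had compound added 4 h post-plating, then virus at ~0.5 moi, and were cultured 44 h.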
AmpC detergent – AmpC beta-lactamase inhibition with detergent present; actives 0.041% (n = 370,000); AmpC hydrolysis of nitrocefin, absorbance 480 nm, 0.01% Triton; P00811; Potency, µM (doses to about 114 µM), inactives show at the highest dose activity change, negative = inhibition, most hits filed as inhibitors; AID 485294;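 further: potency means the concentration at half of the fitted maximal effect; 0% = no-compound wells and -100% = no-enzyme wells; nearly all actives have a fitted effect of over 25% in size; some results filed as inactive show a strong effect at the top dose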
Target sequence (P00811 whole entry, looked up): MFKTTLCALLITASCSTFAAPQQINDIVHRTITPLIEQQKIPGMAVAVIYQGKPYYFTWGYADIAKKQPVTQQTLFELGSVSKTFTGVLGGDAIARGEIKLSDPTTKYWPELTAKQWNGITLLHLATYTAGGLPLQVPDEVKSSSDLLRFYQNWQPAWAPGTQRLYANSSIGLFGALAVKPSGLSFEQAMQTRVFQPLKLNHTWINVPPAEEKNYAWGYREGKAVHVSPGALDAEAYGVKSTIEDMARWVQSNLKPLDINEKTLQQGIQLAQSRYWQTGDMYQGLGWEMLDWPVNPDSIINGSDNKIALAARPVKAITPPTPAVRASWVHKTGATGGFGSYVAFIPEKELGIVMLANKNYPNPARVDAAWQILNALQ
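AmpC (5.3 nM in the dispensed reagent) in 20 mM phosphate pH 7.0 with 0.01% (detergent screen) or 0.0001% Triton X-100 was preincubated with compounds for 15 min at room temperature. Nitrocefin was then added from an 800 uM solution, and hydrolysis was followed at 480 nm.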
AMA1 RON2 block – AMA1-RON2 (P. falciparum) interaction inhibition; actives 0.2% (n = 360,000); Potency, µM (titrated, usually from 58.2 µM), for the others: at the top dose activity change, negative = inhibition, most hits filed as inhibitors; AlphaScreen AMA1-biotinylated RON2 peptide binding;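 further: potency means the concentration at half of the fitted maximal effect; 0% = vehicle wells and -100% = peptide control; nearly all actives have a fitted effect of over 45% in size; some results filed as inactive show a strong effect at the top dose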
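AMA1 (3D7) with his tag at 25 nM final met compounds first, then biotinylated RON2 peptide at 25 nM; detection used donor plus acceptor beads, 10 µg/mL apiece, read by AlphaScreen after 30 min at room temperature.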
Sm TGR inh – inhibitors of Schistosoma mansoni thioredoxin glutathione reductase | purified TGR, DTNB reduction, TNB absorbance 405 nm | AID 485364 | Q962Y6 | Potency, µM (doses to about 114 µM), for inactives: at the highest dose activity change, negative = inhibition, usual class: inhibitors | actives 3% (n = 360,000); further: potency means the concentration at half of the fitted maximal effect; nearly all actives have a fitted effect of over 60% in size
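TGR 20 nM + NADPH 100 uM (dispensed conc.), cpd preinc 15 min RT; start with NADPH (500 uM addition) then DTNB (15 mM addition). Kinetic TNB absorbance, 405 nm filter. Four-parameter Hill fit across titration.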
FBPA Giardia inh – blocks Giardia fructose-bisphosphate aldolase activity; Potency, µM (titrated, usually from 59.6 µM), for the others: at the top dose activity, negative = inhibition, actives largely listed as inhibitors; purified Giardia FBPA; actives 0.71% (n = 290,000); further: potency means the concentration at half of the fitted maximal effect; nearly all actives have a fitted effect of over 55% in size
Target sequence (A8B2U2 whole entry, looked up): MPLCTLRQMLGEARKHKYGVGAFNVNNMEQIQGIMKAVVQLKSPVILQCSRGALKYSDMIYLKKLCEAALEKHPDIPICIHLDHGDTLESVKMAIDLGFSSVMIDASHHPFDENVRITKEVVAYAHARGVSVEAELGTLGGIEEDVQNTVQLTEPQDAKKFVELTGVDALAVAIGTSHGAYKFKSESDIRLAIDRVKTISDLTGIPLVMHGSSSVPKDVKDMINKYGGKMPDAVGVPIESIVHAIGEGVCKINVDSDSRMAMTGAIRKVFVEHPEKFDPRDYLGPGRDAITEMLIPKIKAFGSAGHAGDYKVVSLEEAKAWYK
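Giardia FBPA (40 nM reagent) was preincubated 10 min at RT with compound (up to 57.5 uM final), then substrate plus GAPDH/TPI/NAD/arsenate coupling system with diaphorase/resazurin was added; resorufin fluorescence (525/598 nm) was read after 20 min.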
* marks the source's active call; other numbers are inactive results; u = inconclusive; x = not tested or not shown; [ ] = remark or other dose. Unless noted, the call rests on the fitted dose curve; in most records, active means well fitted curve in the direction sought with a large enough effect; inconclusive means small, poorly fitted or top-dose-only effect, or another doubt; inactive means no such curve, though single readings can be large; an effect the other way counts as inactive or inconclusive. Unless noted, on the % scale 0 is the no-effect control and ±100 the full control effect. Not a hit list, and some 9.3% of all compounds hit somewhere here.

Structure	HCMV antiviral	HCV inh	AmpC detergent	AMA1 RON2 block	Sm TGR inh	FBPA Giardia inh
C#CCOc1ccccc1/C=N/NC(=O)c1ccccc1OCc1ccccc1	u	u	-9%	25%	-19%	x
CCCCCC(=O)Nc1cccc(C2=NOC3(C2)C[C@@H](C(N)=O)N(C(=O)CC(c2ccccc2)c2ccccc2)C3)c1 (some centres not stated)	121	u	2%	-1%	8%	1%
Cc1cc([N+](=O)[O-])ccc1NC(=O)CCC(=O)N1CCCCC1	2	-2%	u	14%	1%	6%
COc1cccc(CSc2nc3cc(OC)c(OC)cc3c3nc(CCn4nc(C)cc4C)nn23)c1	0	x	0%	x	5%	x
COc1ccc(/C=C2\SC(=S)N(CCCCCC(=O)Nc3cc(C)on3)C2=O)cc1OC	u	x	-16%	3%	2%	2%
COc1ccc(C2=NN(C(=O)CSc3nc4ccccc4s3)C(c3ccc(F)cc3)C2)cc1 (configuration not stated)	u	u	0%	-5%	-7%	-5%
Cc1ccc(C)c(Cn2c(=O)n(CCCC(=O)NCc3ccco3)c(=O)c3sccc32)c1	9	-2%	u	2%	8%	0%
Cc1ccccc1NC(=O)CNc1ccccc1N1CCCCC1	-18	1%	u	-26%	-1%	-11%
Cc1cc(=O)n2c(C(=O)Nc3ccc(C(=O)OC(C)C)cc3)c(C(=O)Nc3ccccc3)sc2n1	-67*	-29%	-15%	7%	-3%	2%
COc1ccc(CN(C(=O)c2snc(C(N)=O)c2N)C(C(=O)NC2CCCC2)c2ccco2)cc1 (configuration not stated)	-12	-26%	-2%	0%	-6%	7%
CCCCCCCCCCCC(=O)NC1CCS(=O)(=O)C1 (configuration not stated)	19	24%	-1%	11%	x	-4%
O=C(NCc1cccnc1)c1ccccc1NC(=O)c1c(F)cccc1F	-8	-5%	u	-4%	-2%	x
O=C(COc1ccc([N+](=O)[O-])cc1)N1CCC(c2nc3ccccc3s2)CC1	-61*	x	9%	x	u	x
Cc1ccc(Nc2nc(N)c([N+](=O)[O-])c(NCc3ccco3)n2)cc1	35	u	-6%	-21%	0%	0%
CC(=O)c1ccc(S(=O)(=O)N2CCN(S(=O)(=O)c3ccccc3C(F)(F)F)CC2)cc1	35	-1%	-4%	-5%	-8%	13%
COc1ccc(NC(=O)CN2C(=O)CSc3ccc(S(=O)(=O)N4CCC(C)CC4)cc32)cc1	u	u	5%	-4%	-31%	-2%
CC1CCCCC1NC(=O)C1CCC(CNc2c(N3CCCCC3)c(=O)c2=O)CC1 (configuration not stated)	-36	9%	9%	4%	10%	3%
COC(=O)CNc1c(-c2ccccc2)nc2ccc(Br)cn12	55	-2%	-3%	17%	-9%	-6%
O=C(COc1ccc(S(=O)(=O)N2CCCC2)cc1Cl)N1CCN(c2ccccc2)CC1	-18	u	-6%	-4%	-5%	-8%
COc1cccc(N2CCN(Cc3nc4ccccc4c(=O)[nH]3)CC2)c1	53	6%	u	-4%	0%	-27%
O=C(c1ccccc1Cl)N(C(=O)c1ccccc1Cl)c1nccc(-c2cccs2)n1	-18	u	3%	15%	1%	7.9µM*
CCCCN1C(=O)c2ccc(C(=O)NCc3ccco3)cc2C1=O	-18	-7%	6%	3%	-4%	x
Cc1nc2ccccn2c1C(=O)OCC#N	28	2%	-1%	-3%	x	0%
Cc1ccc(Cl)c(NC(=O)COC(=O)c2nn(C)c(=O)c3ccccc23)c1Cl	-32	0%	1%	2%	2%	x
C=CCNC(=O)C1CCN(c2c([N+](=O)[O-])cc(C(F)(F)F)cc2[N+](=O)[O-])CC1	5	-12%	2%	-4%	3%	0%
NS(=O)(=O)c1cccc(NC(=O)CSc2nnc(-c3ccccc3)o2)c1	32	34%[activator]	x	-9%	x	x
O=C(CSC1=Nc2ccccc2C2=NC(CC(=O)NC3CCCCC3)C(=O)N12)Nc1ccc(F)cc1 (configuration not stated)	-26	x	-2%	x	1%	x
Cc1cc2oc(C(=O)Nc3nc(-c4ccccc4)ns3)c(C)c2cc1Cl	-14	x	23%	x	0%	x
CC(=O)NNC(=S)Nc1cc(S(=O)(=O)N(C)C)ccc1C	10	0%	4%	22%[11.6 µM]	-22%	-19%
Cc1ccc(NC(=O)COc2ccccc2C(N)=O)cc1S(=O)(=O)N1CCCCCC1	-91*	5µM*	8%	-11%	-10%	x

A stretch taken from the entries so far, for reference:
Structure	HCMV antiviral	HCV inh	AmpC detergent	AMA1 RON2 block	Sm TGR inh	FBPA Giardia inh
COc1cccc(CSc2nc3cc(OC)c(OC)cc3c3nc(CCn4nc(C)cc4C)nn23)c1	0	x	0%	x	5%	x
COc1ccc(/C=C2\SC(=S)N(CCCCCC(=O)Nc3cc(C)on3)C2=O)cc1OC	u	x	-16%	3%	2%	2%
COc1ccc(C2=NN(C(=O)CSc3nc4ccccc4s3)C(c3ccc(F)cc3)C2)cc1 (configuration not stated)	u	u	0%	-5%	-7%	-5%
Cc1ccc(C)c(Cn2c(=O)n(CCCC(=O)NCc3ccco3)c(=O)c3sccc32)c1	9	-2%	u	2%	8%	0%
Cc1ccccc1NC(=O)CNc1ccccc1N1CCCCC1	-18	1%	u	-26%	-1%	-11%

More records.
Structure	HCMV antiviral	HCV inh	AmpC detergent	AMA1 RON2 block	Sm TGR inh	FBPA Giardia inh
Cc1ccc(NCCc2ccc(C)nc2)cc1	5	11%	-18%	-22%	6%	2%
CC[C@@]1(C(=O)OC)N[C@H](CN(C)C(=O)C2CCCCC2)[C@@H]2C(=O)N(C)C(=O)[C@@H]21	25	8%[8.37 µM]	x	-2%	x	x
Cc1ccc(C(C[N+](=O)[O-])n2nc(C)cc2C)cc1 (configuration not stated)	34	9%	-10%	0%	u	-2%
COc1cccc(-c2c(NC(=O)c3ccco3)oc3ccccc3c2=O)c1	-18	0.32µM*	0%	5%	12%	-1%
COc1cc(CNCCN2CCOCC2)ccc1OCc1c(Cl)cccc1Cl	x	u	-15%	x	3%	-12%
CCOC(=O)CS(=O)(=O)c1nc(-c2ccc(F)cc2)cc(C(F)(F)F)n1	x	10µM*	-13%	-4%	2.8µM*	-1%
COc1ccccc1C(=O)NCCC(=O)Nc1ccc(S(=O)(=O)N2CCCC(C)C2)cc1 (configuration not stated)	9	u	-14%	0%	-5%	x
CCOC(=O)C1CCN(CC(=O)Nc2cc(S(=O)(=O)N3CCOCC3)ccc2C)CC1	-23	-21%	-3%	-17%	2%	u
COc1ccc(CN(C)C(=O)C(CCSC)NS(=O)(=O)c2ccc3c(c2)OCCO3)c(OC)c1OC (configuration not stated)	32	-8%	x	-4%	x	x
Cc1ccc(NC(=O)/C(Cl)=C/c2ccccc2)cc1C	56	-30%	-8%	25%	2%	-2%
O=C(O)COc1ccccc1/C=N/NC(=O)CSc1nnc(SCc2cccc3ccccc23)s1	-24	6%	-1%	5%	4%	-3%
Cc1ccc(S(=O)(=O)NCc2ccccc2)cc1C(=O)N(C)Cc1ccc(F)cc1	-8	u	1%	-2%	-15%	18%
Cc1cccc2nc(CSc3nc4[nH]ncc4c(=O)n3-c3cccc(Cl)c3)cc(=O)n12	-26	u	u	-2%	9%	3%
CCOC(=O)c1c(NC(=O)C2CCCO2)sc2c1CCC2 (configuration not stated)	18	u	-3%	-4%	-6%	4%
CCCn1c(C)nnc1SCC(=O)NC1CCCCC1	-8	12%	7%	-12%	-16%	5%
O=C(O)[C@H](CSCc1ccccc1)NS(=O)(=O)c1ccc(F)cc1	-29	17%	-1%	4%[2.32 µM]	-11%	7%
O=C(CCN1C(=O)c2ccccc2C1=O)NCCC1=CCCCC1	6	3%	u	-3%	3%	4%
CN(C)c1ccc(CNCC2CCCO2)cc1 (configuration not stated)	58	-2%	u	2%	1%	-14%
O=C(O)C(Nc1nc(C(F)(F)F)nc2ccccc12)c1ccccc1 (configuration not stated)	-1	3%	0%	-1%	-2%	15%
O=C(NCCCNC(=O)c1cnccn1)c1cccc(F)c1	-2	5%	-13%	1%	5%	9%
CC(=O)Nc1ccc(NC(=O)CSc2ncnc3c2cnn3Cc2ccccc2)cc1	u	-3%	-2%	2%	1%	1%
CCC(=O)Nc1ccc(-c2nnc3c4ccccc4c(C)nn23)cc1	-35	x	20%	x	6%	x
CC1Oc2ccccc2OC1C(=O)Nc1ccccn1 (configuration not stated)	14	-1%	u	-5%	-21%	6%
O=C1NC[C@@H](Cc2ccc(O)cc2)N(CC2CCCCC2)C1=O	11	6%	-1%	-6%	-7%	-4%
Cc1oc(-c2ccccc2)cc1C(=O)NC1CCN(Cc2ccccc2)CC1	u	u	11%	-18%	9%	1%
CCN1C(Nc2ccccc2)=NC[C@@H]1Cc1ccccc1	-10	0%	u	18%	25µM*	0%
CCN(CC)CCNc1nc2c(c(=O)[nH]c(=O)n2C)n1CC(O)COc1ccc(Cl)cc1Cl (configuration not stated)	-15	17%	u	1%	0%	0%
O=C1NCC(c2ccccc2)C1C(=O)N/N=C/c1ccc(Cl)s1 (configuration not stated)	6	2%	3%	-6%	u	4%
O=C(CCCn1c(=O)[nH]c2ccsc2c1=O)NCc1cccs1	68	25%	3%	-2%	3%	12%
Cn1c(CNC(=O)c2ccccc2F)nnc1SCC(=O)c1ccccc1	27	x	0%	0%	-1%	x
CCCCOC(=O)CCc1c(C)n[nH]c1C	26	4%	-3%	3%	7%	6%
CC1=NC(=O)C(N=Nc2cccc(C(=O)O)c2)N1c1ccccc1 (configuration not stated)	96	18%	u	7%	37%[activator]	-12%
Nc1cc(=O)[nH]n1C1CCCC1	-5	15%	-7%	-2%	0%	8%
CCCCc1c(O)nc2ccccn2c1=O	-11	-1%	-10%	-16%	2%	-3%
COc1cc(C2CC(=O)Oc3c2c(=O)n(C)c2ccccc32)cc(OC)c1OC (configuration not stated)	39	-3%	-2%	-4%	9%	5%
CC(NCCCOc1cccc2ccccc12)c1ccccc1 (configuration not stated)	-3	u	-16%	-8%	0%	u
COc1ccc(C)cc1NC(=O)C1CCN(S(=O)(=O)Cc2ccccc2)CC1	-8	x	-8%	x	-16%	x
Cc1ccc(-n2nnc3c(=O)n(CC(=O)OCc4ccccc4)cnc32)cc1	14	32%[activator]	u	22%	6%	-3%
COc1ccccc1NC(=O)C1CCCN1S(=O)(=O)c1ccc(Cl)cc1 (configuration not stated)	0	-23%	-11%	-1%	-12%	-4%
COc1ccc(OC)c(-c2cc(C(=O)Nc3cccc(Cl)c3)no2)c1	98	u	-14%	4%	5%	8%
COc1ccc(/C=N/n2cnc3scc(-c4cccs4)c3c2=O)cc1OC	-19	6%	-8%	-11%	5%	-1%
CN(C)c1ccc(/C=N/NC(=O)C2COc3ccccc3O2)o1 (configuration not stated)	2	35%[activator]	u	40%[activator]	16µM*	-15%
